# Screening data (PubChem BioAssay)
# HT1080-NT tox: kills 2HG-producing HT-1080-NT fibrosarcoma cells. HT-1080-NT fibrosarcoma viability, CellTiter-Glo ATP luminescence, 48 h. Potency, µM (titrated, usually from 46.1 µM), for inactives: at the top dose activity, negative = less viability, usual class: cytotoxic. 360,000 compounds, 1.6% hits;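 further: NT is the 2HG producing partner of a matched IDH1 knockdown line; potency means the concentration at half of the fitted maximal effect; 0% = DMSO-treated cells and -100% = media-only wells without cells; nearly all actives have a fitted effect of over 55% in size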
#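 750 cells/well, RPMI + 5% FBS; 2 h settle, compound pin-transfer, 48 h at 37 degrees C. CellTiter-Glo 10 min RT, luminescence. Normalized to DMSO and media-only wells.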
# KB-3-1 tox: kills parental KB-3-1 adenocarcinoma cells; KB-3-1 viability, CellTiter-Glo ATP luminescence, 72 h; Potency, µM (titrated, usually from 46.1 µM), for inactives: at the top dose activity change, negative = cytotoxic, actives largely listed as cytotoxic; 400,000 compounds, 1.4% hits; further: potency means the concentration at half of the fitted maximal effect; on the % scale 0 is the no-effect control and ±100 the full control effect; nearly all actives have a fitted effect of over 60% in size
#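 KB-3-1 cells, DMEM (no phenol red) + 10% FBS; compound by pin transfer, 72 h, 37 °C. Readout: CellTiter-Glo luminescence after 10 min. Data normalized, curve-fitted.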
# KB-V1 cytotox: kills drug-selected multidrug resistant KB-V1 cells; KB-V1 MDR cells viability, CellTiter-Glo, 72 h; Potency, µM (titrated, usually from 46.1 µM), for the others: at the top dose activity change, negative = cytotoxicity, usual class: cytotoxic; 400,000 compounds, 3.4% hits; AID 1347076; further: potency means the concentration at half of the fitted maximal effect; on the % scale 0 is the no-effect control and ±100 the full control effect; nearly all actives have a fitted effect of over 60% in size
#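 Cytotoxicity via CellTiter-Glo luminescence after 72 h compound exposure at 37 degrees C. Cells: drug-selected KB-V1 line, DMEM phenol-red free plus 10% FBS. Compounds tested at multiple concentrations; normalized data fitted to concentration-effect curves.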
# SW480 rereplic: DNA re-replication induction in SW480 cells; 340,000 compounds, 1.8% hits; SW480 DNA re-replication, Hoechst DNA content imaging, 48 h; Potency, µM (series often up to 46.1 µM), for the others: at the top dose re-replication activation, usual class: activators; further: potency means the concentration at half of the fitted maximal effect; % of control where 0% means no effect; nearly all actives have a fitted effect of over 55% in size
#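 DNA re-replication was detected as more nuclei of elevated Hoechst intensity after 48 hr exposure to compound (23 nL pinned per well of 250 cells).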
# S2 tox: cell viability loss in ATXN counter-screen; Potency, µM (highest dose often 56.7 µM), hits mostly cytotoxic; S2 cells (HEK-293 line with an ATXN2-luciferase reporter) viability, CellTiter-Fluor protease fluorescence, 24 h; AID 651635; 400,000 compounds, 0.49% hits; further: potency means the concentration at half of the fitted maximal effect; nearly all actives have a fitted effect of over 40% in size
# HT1080 IDH1KD tx: kills HT-1080 cells with IDH1 knockdown. HT-1080 IDH1 knockdown viability, ATP luminescence, 48 h. AID 686971. 360,000 compounds, 2% hits. Potency, µM (doses to about 46.1 µM), for inactives: top-dose activity, negative = toxicity, usual class: cytotoxic;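 further: potency means the concentration at half of the fitted maximal effect; 0% = DMSO wells and -100% = cell-free medium wells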
#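 % activity derives from luminescence (CellTiter-Glo), normalised to DMSO and no-cell wells. HT-1080-IDH1KD cells, 750/well, had 48 h compound exposure at 37 °C.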
# IL-1B inflam inh: inhibitors of inflammasome signaling (IL-1 beta secretion); THP-1 LPS/ATP IL-1B secretion, AlphaLISA, 16 h; hits give low values; activity change, % at 57.5 µM; 360,000 compounds, 4.7% hits; in the data active means activity change below about -50%; inconclusive means mostly about -30% to -49%; further: on the % scale 0 is the no-effect control and ±100 the full control effect
#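 THP-1 cells pretreated 1 hr with compounds (up to 57.5 uM final), then stimulated with LPS (250 ng/mL final) plus ATP (1.25 mM final); secreted IL-1B measured by AlphaLISA after 16 hr, decreased signal indicating inhibition.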
# ATXN2 expr inh: ATXN2 expression inhibition | HEK-293 ATXN2-luciferase reporter, luminescence, 24 h | Potency, µM (series often up to 57 µM), inactives show top-dose activity change, negative = inhibition, usual class: inhibitors | 360,000 compounds, 0.72% hits | AID 1745845; further: potency means the concentration at half of the fitted maximal effect; on the % scale 0 is the no-effect control and ±100 the full control effect; nearly all actives have a fitted effect of over 55% in size
#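 ATXN2-luciferase reporter cells (luciferase flanked by upstream and downstream ATXN2 gene portions) were treated 24 h at 37 °C with compounds at up to 57 uM. SteadyGlo luminescence gave expression; GF-AFC fluorescence gave viability.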
# MCF10A rerep: DNA re-replication induction in MCF 10a cells; MCF 10A DNA re-replication, Hoechst nuclear intensity, 48 h; Potency, µM (series often up to 46.1 µM), for inactives: at the top dose activity, positive = re-replication, most hits filed as activators; 350,000 compounds, 2.9% hits; further: potency means the concentration at half of the fitted maximal effect; % of control where 0% means no effect; nearly all actives have a fitted effect of over 50% in size
# * hit, by the source's call; i = inactive; ? = inconclusive; · = not tested or not shown; [ ] = dose if it differs, or a comment. Unless noted, the call rests on the fitted dose curve; in most records, active means well fitted curve in the direction sought with a large enough effect; inconclusive means small, poorly fitted or top-dose-only effect, or another doubt; inactive means no such curve, though single readings can be large; an effect the other way counts as inactive or inconclusive. Compounds were not picked by outcome; overall some 11% were active at least once.
SMILES	HT1080-NT tox	KB-3-1 tox	KB-V1 cytotox	SW480 rereplic	S2 tox	HT1080 IDH1KD tx	IL-1B inflam inh	ATXN2 expr inh	MCF10A rerep
CCc1ccc(NC(=O)c2sc3nc4c(cc3c2N)CN(CC)CC4)cc1	·	-10%	4%	·	?	·	·	-30%	·
CCC(=C(c1ccc(OC)cc1)c1ccc(OC)cc1)c1cn(CC(O)CN2CCN(C)CC2)c2ccccc12 (stereo not drawn)	-6%	?	?	?	·	-8%	-106*	?	?
O=C1CC(c2ccco2)CC(O)=C1C=NCCN1CCNCC1 (stereo not drawn)	1%	24%	7%	2%	i	-6%	24	5%	-3%
C#CCOCCOCCOCCNc1nc(N2CCOCC2)nc(N2CCN(C(=O)[C@H](CC(N)=O)n3cc([C@@H](N)C(C)C)nn3)CC2)n1	10%	-1%	0%	-35%[inhibitor]	i	12%	12	-3%	0%
COc1ccc(CCN(C(=S)Nc2ccccc2)C2CC(=O)N(c3ccccc3)C2=O)cc1 (stereo not drawn)	-3%	-1%	0%	0%	i	-5%	19	-9%	2%
Oc1ccccc1CNn1cnnc1	0%	0%	1%	-3%[9.22 µM]	i	-5%	17	0%	-2%
COc1ccc(OC)c(S(=O)(=O)N2CCC(c3ccncc3)CC2)c1	·	-21%	-11%	·	i	·	·	-5%	·
CSc1ccc(CN2CCC2(C)C(=O)Nc2ccc(C)c(O)c2)cc1 (stereo not drawn)	?	0%	5%	·	?	2%	-13	-5%	·
CCNS(=O)(=O)c1ccc(CCC(=O)NCCc2ccc(OC)cc2)cc1	10%	15%	12%	-12%	i	-2%	-5	-10%	-21%
Cc1ccc(Cl)cc1NS(=O)(=O)c1ccccc1	-8%	-1%	8%	0%	i	-21%	18	-16%	9%
COc1cc(C(=O)NCC(=O)N2CCN(S(=O)(=O)c3ccccc3C(F)(F)F)CC2)cc(OC)c1OC	-16%	?	-11%	?	i	-9%	1	2%	?
O=C1/C(=C/c2ccco2)SC(=S)N1CC1CCCO1 (stereo not drawn)	-1%	-2%	0%	?	i	14%	·	11%	-8%
Cc1noc(C)c1COc1cccc(C(=O)N(C)Cc2cccs2)c1	0%	-9%	-18%	-24%	i	-1%	-4	-9%	16%
Cc1occc1C(=O)NNC(=O)c1ccccc1Br	3%	2%	9%	-1%	i	2%	17	21%	-6%
Cn1c(NNC(=O)c2ccc(C(C)(C)C)cc2)cc(=O)n(C)c1=O	7%	2%	11%	-11%	i	2%	15	·	4%
Cc1cccc(-n2nc3c(c2NC(=O)c2ccc(Br)o2)CSC3)c1	0%	7%	-7%	0%	i	1%	-8	-3%	-7%
O=[N+]([O-])c1ccc2cn(-c3ccccc3)nc2c1	0%	?	?	-697%[inhibitor]	i	-26%	0	71%[activator]	10%
COc1ccc(-c2cc(C(=O)NCC(c3ccco3)N(C)C)c3ccccc3n2)cc1OC (stereo not drawn)	-5%	?	?	-3%	i	9%	-23	1%	11%
COc1cc(OC)c(NC(=O)C2CC(=O)N(c3ccc4c(c3)OCCO4)C2)cc1Cl (stereo not drawn)	3%	15%	-3%	2%	i	-1%	-7	8%	3%
COc1ccc(-c2cc(C(F)(F)F)c(C#N)c(SCC(=O)Nc3nc(C)co3)n2)cc1	-3%	-9%	-27%	?	i	-7%	-8	-18%	?
CC1COc2ccccc2N1S(=O)(=O)c1ccccc1 (stereo not drawn)	2%	-8%	-4%	-9%	i	21%	6	-9%[11.3 µM]	-2%
CN(C)S(=O)(=O)c1ccc(N2CCCC2)c(C(=O)NCC2COc3ccccc3O2)c1 (stereo not drawn)	-4%	5%	?	8%	?	0%	-1	-2%	9%
CC(Sc1ccccc1)C(=O)Nc1cccc(N(C)S(C)(=O)=O)c1 (stereo not drawn)	7%	-5%	?	-4%	i	14%	14	3%	0%
Cc1cc(C)c(OCCCCCNCCO)c(C)c1	?	-10%	-4%	-2%	i	?	-9	-14%	-5%

# Complete entries as entered above. Values in the order: HT1080-NT tox | KB-3-1 tox | KB-V1 cytotox | SW480 rereplic | S2 tox | HT1080 IDH1KD tx | IL-1B inflam inh | ATXN2 expr inh | MCF10A rerep
# CSc1ccc(CN2CCC2(C)C(=O)Nc2ccc(C)c(O)c2)cc1 (stereo not drawn) as listed: ? | 0% | 5% | · | ? | 2% | -13 | -5% | ·
# COc1cc(OC)c(NC(=O)C2CC(=O)N(c3ccc4c(c3)OCCO4)C2)cc1Cl (stereo not drawn) as listed: 3% | 15% | -3% | 2% | i | -1% | -7 | 8% | 3%

# (next part)
SMILES	HT1080-NT tox	KB-3-1 tox	KB-V1 cytotox	SW480 rereplic	S2 tox	HT1080 IDH1KD tx	IL-1B inflam inh	ATXN2 expr inh	MCF10A rerep
Cc1ccc(C(=O)Nc2sc3c(c2C(=O)O)CCCC3)o1	?	?	?	3%	?	?	?	-17%	0%
CN(CCN1CCOCC1)C(=O)C1CCC(=O)N(Cc2ccc(Cl)cc2)C1 (stereo not drawn)	16%	0%	30%	·	i	8%	-6	·	·
CCN(CC)CC(=O)Nn1c(C)nc2c(ncn2-c2ccccc2)c1=O	4%	8%	0%	-10%	i	-1%	0	·	-1%
CC(C)(C)S(=O)(=O)c1cnc(-c2ccccn2)nc1N	2%	8%	?	18%	i	0%	10	7%	?
CCN(C(=O)CSc1nncn1-c1ccccc1)c1c(N)n(Cc2ccccc2)c(=O)[nH]c1=O	4%	18%	4%	2%	i	-2%	3	-6%	?
O=C(CNC(=O)c1ccccc1F)N/N=C/c1cccnc1	0%	2%	-12%	-16%	i	0%	6	30%	-7%
COC(=O)/C=C(\Oc1ccccc1)C1(O)CCCCC1	25%	-1%	6%	-7%	i	10%	4	-5%	5%
COc1cc(C(=O)Nc2ccc(S(=O)(=O)NC(C)C)cc2)cc(OC)c1OC	0%[9.24 µM]	3%	0%	-5%	i	?	?	5%	?
CC(O)(c1ccc(F)c(F)c1)c1nc(-c2cccc(C(=O)O)c2)cs1 (stereo not drawn)	2%	0%	9%	·	i	0%	15	21%	·
CCC(CC)C(=O)Nc1cccc(-c2nc3ccccc3o2)c1	?	4%	0%	0%	i	15%[9.24 µM]	-23	-18%	?
O=C(O)c1cc(-c2ccc(Cl)c(Cl)c2)n(-c2ccccc2)n1	5%	20%	26%	13%	i	-3%	22	-10%	?
COc1ccccc1CN1CCC(CNS(=O)(=O)c2cc(-c3cc(C)no3)ccc2OC)CC1	?	-2%	2%	?	i	?	?	-13%	4%
Cc1ccsc1C(=O)NCC(c1cccs1)N1CCOCC1 (stereo not drawn)	18µM*	-1%	?	·	i	?	36	·	·
COc1ccc(OC)c(NC(=O)Cn2cc(C(=O)c3ccc(Cl)cc3)c(=O)c3cc(OC)ccc32)c1	·	12%	14%	·	i	·	·	2%	·
COc1ccccc1Nc1c2c(nc3ccccc13)CCC2	?	?	?	15µM*	?	?	5	?	12µM*
COc1ccc(S(=O)(=O)N(C)C[C@@H]2OCc3cn(nn3)CCCC(=O)N([C@H](C)CO)C[C@H]2C)cc1	23%	0%	12%	·	i	25%	19	11%	·
Cc1ccc(N(C)S(=O)(=O)c2c(-c3ccccc3)csc2C(=O)O)cc1	·	-1%	27%	·	i	·	·	-2%	·
COc1ccc(-c2nnc(N3CCCCC3)c3ccccc23)cc1	-1%	?	12µM*	-5%	i	-7%	-66*	?	-14%
Cc1ccccc1Nc1nnc(SCC(=O)c2ccc(O)cc2O)s1	-26%	9%	7%	4%	i	-22%	16	4%	?
COc1cccc2c(C)nc(Nc3nc(CSc4nnc(C)s4)cc(=O)[nH]3)nc12	9%	2%	9%	?	i	3%	-6	-21%	7%
Cc1cccc(NC(=O)CSc2nnc(C)n2Cc2ccccc2)c1	0%	9%	0%	0%	i	1%	-28	-8%	-1%
COc1ccc(N2CCN(C(=S)Nc3ccc(F)cc3)CC2)cc1	-5%	-9%	-2%	1%	i	-1%	-7	1%	2%
COCCCNC(=O)CCn1c(=O)c2ccccc2n(CC(=O)NCCC2=CCCCC2)c1=O	13%	2%	-16%	-4%	i	14%	32	·	-3%
COc1ccc(C(=O)CN2C(=O)N(c3cc(C)ccc3C)S(=O)(=O)c3ccccc32)cc1	·	-2%	-4%	·	i	·	·	4%	·
O=C(NCCCN1CCOCC1)C(=O)NCC1OCCN1S(=O)(=O)c1ccc(Br)cc1 (stereo not drawn)	-2%	·	·	3%	i	-2%	4	-2%	16%
COc1ccccc1NC(=O)CSc1ncc2c(n1)-c1cc(Cl)ccc1N(C)S2(=O)=O	·	-10%	?	·	i	·	·	-12%	·
CCc1ccc(Oc2coc3cc(OCC(=O)Nc4cc(C)ccc4C)ccc3c2=O)cc1	14%	?	?	?	?	23%	17	-25%	?
Cc1ccc2[nH]c(=O)c(CN(C)C(=O)c3ccccn3)cc2c1	9%	12%	4%	-4%	i	15%	23	2%	0%
COc1ccc2[nH]c(=O)c(C(c3nnnn3CC3CCCO3)N3CCc4ccccc4C3)cc2c1 (stereo not drawn)	-9%	4%	-26%	-11%	i	-4%	-10	0%	2%
S=c1nc(-c2ccccc2)n(-c2ccccc2)[nH]1	19%	0%	22%	-1%	i	10%	0	28%	0%
Oc1ccccc1C(=S)N1CCCC1	8%	20%	-4%	-48%[inhibitor]	i	1%	7	-8%	4%
CCOC(=O)c1c(N)sc(-c2ccccc2)c1C	-14%	-4%	-7%	-1%	i	?	?	33%	-5%
O=C(CCc1nc(-c2ccc(Cl)cc2)no1)NC1CCCCC1	3%	0%	?	-16%	?	19%	i	-8%	?
CCOC(=O)C1CCN(S(=O)(=O)c2c(C)[nH]c(C)c2C(=O)N2CCCC2)CC1	-1%	-6%	?	3%	i	-2%	8	-6%	-7%
Cc1ccccc1C(=O)N/N=C/c1ccccn1	-21%	?	21µM*	?	i	?	14	-20%	9%
S=C1CCSc2ccc(Cl)cc2N1	14%	4%	29%	-8%	i	14%	17	-5%	2%
